Abeta yeast res – restores growth of yeast expressing A-beta42 peptide; yeast expressing A-beta42, growth rescue, OD600, 48 h; response scale: 0% DMSO, 100% iron-clioquinol control; Potency, µM (doses to about 46.1 µM), for inactives: top-dose growth rescue, most hits filed as activators; hit rate 0.063% among 410,000; AID 1347071; note: potency is the fitted concentration of half-maximal effect; nearly all actives have a fitted effect of over 55% in size
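Yeast A-beta toxicity model in growth medium with pinned compounds, 48 h at 30 C; growth read as absorbance at 600 nm. Normalized to FeCl3/clioquinol equimolar mix (positive) and DMSO (negative).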
FUS suppressor – rescues growth of FUS-expressing yeast | S. cerevisiae FUS-expressing, growth rescue, OD600, 24 h | Potency, µM (doses to about 76.6 µM), for the others: at the highest dose growth rescue (activation), usual class: activators | hit rate 0.24% among 390,000 | AID 1347120;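 note: potency is the fitted concentration of half-maximal effect; plate controls were DMSO vehicle for no effect and reference control for full effect; nearly all actives have a fitted effect of over 55% in size; some results filed as inactive show a strong effect at the top dose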
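Read-out: OD at 600 nm after 24hr at 30C, reporting rescue of FUS-induced yeast toxicity. Cells at OD 0.005 in galactose (2%) minimal medium; compounds tested in a dilution series; CP55940 titration from 92uM final as control.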
GLP-1R inv ag – GLP-1 receptor (human) inverse agonism; HEK293 GLP-1R CRE-luciferase, luminescence, 24 h; GLP-1R form is constitutively active; Potency, µM (highest dose often 38.3 µM), for inactives: top-dose activity change, negative = inhibition, most hits filed as inhibitors; hit rate 1.6% among 410,000; AID 624417; note: potency is the fitted concentration of half-maximal effect; % is set by controls: 0 for no effect and ±100 for the full control effect; nearly all actives have a fitted effect of over 55% in size
Target sequence (P43220 whole entry, looked up): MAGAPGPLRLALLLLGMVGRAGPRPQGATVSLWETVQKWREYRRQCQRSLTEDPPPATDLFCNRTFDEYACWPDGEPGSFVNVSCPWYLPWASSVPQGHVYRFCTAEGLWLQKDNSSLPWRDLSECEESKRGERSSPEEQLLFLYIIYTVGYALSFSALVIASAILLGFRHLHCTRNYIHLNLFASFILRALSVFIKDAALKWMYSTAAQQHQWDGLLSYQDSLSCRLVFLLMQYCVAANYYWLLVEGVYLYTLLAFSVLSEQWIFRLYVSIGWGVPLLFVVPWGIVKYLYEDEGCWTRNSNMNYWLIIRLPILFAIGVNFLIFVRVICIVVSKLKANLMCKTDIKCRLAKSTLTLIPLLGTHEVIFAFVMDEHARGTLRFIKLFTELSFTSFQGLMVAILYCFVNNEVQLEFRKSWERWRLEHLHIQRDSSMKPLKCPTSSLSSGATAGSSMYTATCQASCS
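Readout was luciferase luminescence, measured 12 min after detection reagent at room temperature. Beforehand, GLP-1R reporter HEK293 cells had sat 12 h, then received compounds for 24 hr at 37 deg C.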
PTHR1 ag – PTHR1 (human) receptor agonism; Q03431; HEK293 GP2 PTHR1 cells, GloSensor cAMP luminescence, 1 h; Potency, µM (top dose mostly 115 µM), inactives show at the top dose activation, actives largely listed as activators; hit rate 0.075% among 410,000; AID 743266; note: potency is the fitted concentration of half-maximal effect; nearly all actives have a fitted effect of over 55% in size; some results filed as inactive show a strong effect at the top dose; inactives centre near -15; many of its hits are not listed in these tables
Target sequence (Q03431 whole entry, looked up): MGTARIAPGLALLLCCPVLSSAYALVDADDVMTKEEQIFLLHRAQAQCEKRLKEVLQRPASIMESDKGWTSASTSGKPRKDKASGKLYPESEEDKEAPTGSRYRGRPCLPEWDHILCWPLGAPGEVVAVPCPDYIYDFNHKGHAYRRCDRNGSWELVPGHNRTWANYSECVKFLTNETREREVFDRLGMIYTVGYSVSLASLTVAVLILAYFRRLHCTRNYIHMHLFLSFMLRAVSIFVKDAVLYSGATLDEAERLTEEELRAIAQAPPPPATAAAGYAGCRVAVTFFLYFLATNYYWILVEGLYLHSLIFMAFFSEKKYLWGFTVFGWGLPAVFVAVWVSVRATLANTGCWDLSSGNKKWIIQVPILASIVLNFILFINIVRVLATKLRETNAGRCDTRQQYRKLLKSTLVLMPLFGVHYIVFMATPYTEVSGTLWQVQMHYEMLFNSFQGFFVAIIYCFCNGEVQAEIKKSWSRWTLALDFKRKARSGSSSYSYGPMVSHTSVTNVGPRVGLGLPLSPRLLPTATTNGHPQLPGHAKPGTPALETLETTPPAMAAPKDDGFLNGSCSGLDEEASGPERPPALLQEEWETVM
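HEK-293-derived GP2 cells expressing PTHR1 and a GloSensor cAMP reporter, 3,000/well, plated overnight, given luciferin plus IBMX (each 0.5 mM as added) for 1 h at 37 °C, then compound for 1 h at 37 °C. Luminescence was read after 15 min at room temperature.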
pAkt inh – Akt phosphorylation inhibition; Neuro2A IGF-stimulated pAkt S473 HTRF, 20 min; stronger effect = lower value; activity change, % for hits at 50 µM; hit rate 0.32% among 360,000; in the data active = activity change below about -80%; inconclusive = mostly about -51% to -80%; note: % is set by controls: 0 for no effect and ±100 for the full control effect
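Neuro2A cells in DMEM with 0.5% FBS, overnight at 37 deg C, given compound at single 50 µM final, then IGF (6 nM final) for 20 min at 37 deg C. Lysed; phospho-Akt Ser473 by HTRF after 24 h, 665/615 ratio.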
Mm-Cpn inhibitor – blocks the Methanococcus maripaludis chaperonin Mm-Cpn; purified Mm-Cpn ATPase, ADP Transcreener TR-FRET; Potency, µM (doses to about 76.9 µM), for inactives: top-dose activity, negative = inhibition, most hits filed as inhibitors; hit rate 0.031% among 330,000; note: potency is the fitted concentration of half-maximal effect; % is set by controls: 0 for no effect and ±100 for the full control effect; nearly all actives have a fitted effect of over 80% in size
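Compound-treated chaperonin, 25 nM final, turns over 10 uM ATP at 37°C for 30 min following a 10 min preincubation; ADP generated competes with ADP-d2 for Eu-cryptate antibody, lowering FRET.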
aSyn yeast inh – inhibitors of alpha-synuclein toxicity in yeast; hit rate 0.14% among 370,000; Yeast expressing alpha-synuclein, growth rescue, BacTiter-Glo, 24 h; Potency, µM (titrated, usually from 46.1 µM), without a hit: at the top dose growth rescue (activation), hits mostly activators; note: potency is the fitted concentration of half-maximal effect; % of control where 0% means no effect; nearly all actives have a fitted effect of over 65% in size
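Rescue of yeast growth: cells expressing toxic alpha-synuclein, induced in galactose at OD600 0.02, incubated with compound 24 h at 30 C. ATP luminescence quantified growth; inhibitors of toxicity appear as activators.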
TDP43 rescue – TDP-43 toxicity inhibition in yeast; TDP-43 expressing yeast growth rescue, BacTiter-Glo, 24 h; AID 652104; Potency, µM (series often up to 46.1 µM), for the others: at the highest dose growth rescue (activation), hits mostly activators; hit rate 1.8% among 410,000; note: potency is the fitted concentration of half-maximal effect; % of control where 0% means no effect; nearly all actives have a fitted effect of over 50% in size
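Cell-based yeast growth screen: TDP-43 expression induced in galactose, inoculum OD600=0.02 after raffinose pregrowth to mid-log. Read-out BacTiter-Glo luminescence at 24 hr, 30 deg C; inhibition of toxicity seen as signal increase.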
GLP1R cytotox – cytotoxic in the GLP-1 receptor inverse agonist counter-screen; HEK293 cAMP-luciferase reporter cells, luminescence, 24 h; Potency, µM (highest dose often 38.3 µM), without a hit: at the top dose activity change, negative = inhibition, most hits filed as inhibitors; hit rate 0.13% among 410,000; AID 624418;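 note: loss of luciferase light is scored as toxicity; potency is the fitted concentration of half-maximal effect; % is set by controls: 0 for no effect and ±100 for the full control effect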
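Step one: seed cells (200 cells/uL, DMEM with 10% Nu serum, 1% pen-strep). Step two: 12-hour incubation at 37 deg C. Step three: pin 23 nL compound, incubate 24 hr. Step four: add luciferase reagent, read luminescence 12 min later.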
* hit, by the source's call; i = inactive; ? = inconclusive; · = not tested or not shown; [ ] = dose if it differs, or a comment. Unless noted, calls come from the whole dose curve; as a rule, active = well fitted curve in the direction sought with a large enough effect; inconclusive = small, poorly fitted or top-dose-only effect, or another doubt; inactive = no such curve, though single readings can be large; an effect the other way counts as inactive or inconclusive. These rows are one share of the data; rates above refer to the full screens.

Values run as follows: pAkt inh, Mm-Cpn inhibitor, aSyn yeast inh, TDP43 rescue, Abeta yeast res, GLP-1R inv ag, PTHR1 ag, FUS suppressor, GLP1R cytotox
Cc1cccc(N2CCN(C(=O)NC(C)c3ccc(F)c(F)c3)CC2)c1C (configuration not stated)
 : i, 0%, -9%, 16%, ?, ?, -12%, -9%, -11%
CCCC(=O)OC1=CN(Cc2ccccc2)S(=O)(=O)c2ccccc21
 : ·, ·, ·, 8%, 15%, -33%, -22%, 16%, 5%
Cc1cc(C)cc(OCC(=O)Nc2ccc(S(=O)(=O)Nc3onc(C)c3C)cc2)c1
 : ·, ·, ·, 15%, -5%, 1%, i, -4%, 16%
O=C(Nc1cc(S(=O)(=O)N2CCOCC2)ccc1N1CCOCC1)c1ccccc1Cl
 : i, -1%, -1%, 10%, 8%, 1%, i, -3%, 17%
COCCCNC(=S)NNC(=S)Nc1cccc(Cl)c1
 : i, -4%, -16%, ?, ?, -16%, -39%[inhibitor], 1%, -11%
CCOC(=O)c1[nH]c(C)c(C(=O)NC2CCN(C(=O)OCC)CC2)c1C
 : i, -1%, -4%, 3%, 18%, 5%, i, -1%, 3%
Cc1ccc2[nH]c(C)c(/C=C/c3cc[n+](C)cc3)c2c1
 : i, -2%, 8%, -19%, -7%, ?, -4%, -2%, -6%
Nc1ccc(CSc2ccc(Cl)cc2)c(Cl)c1
 : i, ·, -36%[inhibitor], ?, -20%, ?, -20%, 25%, 16%
CCOC(=O)C1(C)CCCN(C(=O)CCc2ccccc2)C1 (configuration not stated)
 : i, ·, -10%, 16%, 5%, 4%, -11%, 0%, 7%
Cc1ccccc1NC(=O)CCC(=O)N/N=C/c1ccc(F)cc1
 : i, -1%, 1%, 6%, 4%, 14%, -28%, -13%, -2%
COc1ccc(-c2cc(C(=O)NCc3cccnc3)no2)cc1
 : i, 0%, -1%, -9%, 0%, 5%, -4%[57.5 µM], 8%, ?
COc1ccccc1-c1nc(C#N)c(N2CCCCCC2)o1
 : i, -3%, 6%, ?, 10%, 8%, -11%[57.5 µM], 25%, 5%
COC(=O)[C@@]12C[C@@H](CC(=O)N3CCN(C(=O)C4CC4)CC3)C(=O)N(Cc3ccccc3)C1=CCC(C)(C)C2
 : i, ·, 0%, 12%, -5%, -16%, i, 30%, -4%
NC(=O)c1ccsc1NC(=O)CSc1ncnc2sccc12
 : i, -3%, 3%, -1%, 6%, 40%[activator], i, 7%, 0%
Cc1onc(-c2ccccc2)c1C(=O)N/N=C/c1cccc(O)c1
 : i, -2%, 1%, 8%, -5%, 11%, -21%, ·, -4%
C=C(C)COc1ccc(-c2[nH]ncc2-c2ccccc2)c(O)c1
 : i, 0%, -70%[inhibitor], ?, -93%[inhibitor], ?, -1%[57.5 µM], 49%, -30%
CCOc1ccc(S(=O)(=O)N2CCN(C(=O)C3CC3C)CC2)cc1 (configuration not stated)
 : i, 0%, -1%, -15%, -13%, 5%, -23%, 2%, -2%
CC1CCCN(CC(=O)Nc2ccc(S(=O)(=O)N3C(C)CCCC3C)cc2)C1 (configuration not stated)
 : i, ·, 13%, 5%, 8%, -29%, -10%, -25%, -5%
CCOc1ccc2nc(N(CCN(C)C)C(=O)c3ccc4c(c3)CCCC4)sc2c1
 : i, 1%, -1%, -18%, 7%, ?, -25%, 39%, 0%
CC(=O)NCCOC(=O)Nc1cccnc1
 : i, 0%, 1%, -18%, -4%, 19%, -24%, -2%, 17%
CCCCOc1cccc(C(=O)Nc2cc(NC(=O)c3ccco3)ccc2OC)c1
 : ·, ·, ·, ?, 5%, ?, -19%, ?, -9%
COc1cc(NC(=O)c2noc3c2CCC3)c(OC)cc1Cl
 : i, -4%, -2%, -8%, -5%, -3%, i, 31%, -1%
CN(C)c1cccc(C(=O)NC2CCCCCC2)c1
 : i, -2%, 1%, 3%, -3%, ?, -12%[57.5 µM], 21%, -5%
COc1cccc2oc(-c3ccco3)cc(=O)c12
 : i, 1%, -2%, 14%, -16%, ?, -35%[inhibitor], -10%, -9%
Cc1ccnc2nc(C(=O)OCC(=O)N(CC(C)C)CC(C)C)nn12
 : i, -5%, 2%, ·, 4%, 12%, i, 6%, -4%
COc1cccc(C(C)(O)c2nc(/C=C/c3ccccc3)cs2)c1 (configuration not stated)
 : i, ·, ?, 25µM*, 9%, ?, -65%[inhibitor], 29%, 11%
CCOC(=O)c1c(C)n(C)c2ccc(OCC(O)CN3CCC(C)CC3)cc12 (configuration not stated)
 : i, 0%, 0%, 8%, -11%, ?, -47%[inhibitor], -12%, -12%
CC(C)(C)OC(=O)[C@H](Cc1ccccc1)NC(=O)c1[nH]cnc1C(=O)Nc1ccccc1F
 : i, ·, 7%, 30%, 15%, ?, i, 40%, ?
Cc1nc2c(ccc3nc(NC(=O)c4ccc(S(=O)(=O)N(C)C)cc4)sc32)s1
 : i, 2%, 11%, -29%, -8%, 39%, -2%, 10%, -5%
Cc1oc2ccc(OCc3ccccc3F)cc2c1C(=O)O
 : i, 1%, -2%, -3%, 4%, -2%, -20%[57.5 µM], 22%, 3%
CN(CC(=O)Nc1ccccc1Cl)C(=O)Cn1cc(C(F)(F)F)ccc1=O
 : i, -1%, 8%, -16%, -11%, -27%, -10%, -18%, 2%
O=C(/C=C/c1ccc([N+](=O)[O-])cc1)NCCSc1ccccc1
 : i, 0%, 1%, 19%, -12%, 0%, -27%, 28%, -11%
Cc1ccc(NC(=O)CSc2ccc(-c3cccs3)nn2)cc1Cl
 : ·, ·, ·, -17%, -20%, 2%, 16%, 1%, -3%
N=c1sccn1CC(=O)N1CCc2ccccc21
 : i, -2%, 1%, 8%, 2%, -7%, -18%[57.5 µM], -5%, -11%
COc1cccc(NC(=O)COc2cccc3c2CCNC3=O)c1
 : i, -1%, 0%, 18%, 1%, 26%, -12%, -1%, 3%
Cc1ncsc1CCC(=O)N1CCCC(Nc2ccc(F)c(F)c2)C1 (configuration not stated)
 : i, 0%, -3%, -8%, -6%, -13%, i, 27%, 15%
CCn1c(CN2CCN(c3ccc(Cl)cc3)CC2)nc2ccccc21
 : ·, 0%, ·, 27%, 22%, ?, -4%, 17%, ?
CSc1nc2n(n1)C(c1cc(Br)ccc1F)C(C(=O)N(C)C)=C(C)N2 (configuration not stated)
 : i, 2%, 0%, 14%, 5%, -9%, i, 21%, -21%
COc1ccc(C2CC(=O)N3CN(Cc4ccco4)CSC3=C2C#N)cc1 (configuration not stated)
 : i, -1%, -5%, -10%, 9%, 5%, i, ?, 3%
COc1ccccc1-c1ccc(SCc2ccc(F)cc2)nn1
 : i, 0%, 4%, -4%, 3%, ?, 6%, 28%, -2%
CC(C)(C)S(=O)N1Cc2cn(Cc3ccccc3)c(=O)cc2[C@@H]1CCO (some centres not stated)
 : i, ·, -3%, 14%, -1%, 11%, 11%, 15%, 2%
COc1cccc(CN(C)C(=O)c2ccc(NC(=O)CC3SC(N4CCCC4)=NC3=O)cc2)c1OC (configuration not stated)
 : i, 0%, 1%, -1%, -11%, 6%, i, 17%, 0%
CN(CC(=O)Nc1cccc(F)c1)C(=O)c1ccc2c(c1)S(=O)(=O)N=C1CCCCCN12
 : i, 3%, 5%, 3%, 2%, 0%, i, ·, -7%
CCc1ccc(NC(=O)CC2C(=O)N(c3ccc(OC)cc3)C(=O)N2CCOC)cc1 (configuration not stated)
 : i, -2%, 6%, 13%, 0%, 8%, -23%, 27%, -23%
CCN(C(=O)CSc1nnc(COc2ccccc2F)n1N)C1CCS(=O)(=O)C1 (configuration not stated)
 : i, -2%, 2%, 15%, 3%, 18%, -17%, 3%, -6%
Cc1nc2nc(SCC(=O)NCc3ccccc3)nn2c(C)c1Cc1ccccc1
 : ·, ·, ·, 8%, -3%, -29%, -18%, 29%, -21%
CC(C)(C)c1ccc(C(=O)NCC(=O)OCN2C(=O)c3ccccc3C2=O)cc1
 : i, 1%, -2%, ?, -27%, 0%, i, 24%, -16%
CC1(c2ccccc2)NC(=O)N(CC(=O)Nc2ccccc2C(=O)N2CCCCC2)C1=O (configuration not stated)
 : i, 1%, -2%, 12%, 11%, 5%, -13%, 9%, 14%
CN1CCN(/N=C/c2ccc(Br)cc2)CC1
 : i, 2%, 0%, ·, 2%, -22%, i, -5%, -11%
CCc1cccc(NC(=O)CN2C(=O)NC3(CCCCCCC3)C2=O)c1
 : i, 3%, -7%, -9%, 2%, -1%, 20%[57.5 µM], 5%, 2%

The list goes on:
Values run as follows: pAkt inh, Mm-Cpn inhibitor, aSyn yeast inh, TDP43 rescue, Abeta yeast res, GLP-1R inv ag, PTHR1 ag, FUS suppressor, GLP1R cytotox
CC(=O)N1CCN(C(C(=O)Nc2c(C)cccc2C)c2cccc(F)c2)CC1 (configuration not stated)
 : i, ·, 3%, 27%, 0%, 19%, -12%, -6%, -2%
CC1C(=O)N(Cc2ccc(F)cc2)c2ccccc2N1C(=O)c1c(F)cccc1F (configuration not stated)
 : i, -2%, 4%, 13%, -33%, ?, -27%, 31%, -34%
Cc1ccc(S(=O)(=O)c2nc(-c3ccccc3Cl)oc2N2CCCCCC2)cc1
 : ·, ·, ·, -7%, -21%, ?, -29%, 26%, 0%
Cc1ccc2nc(NC(=O)CCNS(=O)(=O)c3cccs3)sc2c1
 : i, -7%, -1%, -6%, 8%, ?, -11%, -10%, -28%
